# Growth percent in the NCI-60 one-dose screen (48 h, 10 µM unless noted): 100 = growth as untreated, 0 = no growth, -100 = all killed.
# RPMI-8226: RPMI-8226 leukemia cells | AID 1794781 | 77,000 compounds, 7.5% hits
# EKVX: EKVX NSCLC | 71,000 compounds, 3% hits | AID 1794765
# HOP-62: HOP-62 NSCLC | AID 1794735 | 80,000 compounds, 3.9% hits
# MOLT-4: MOLT-4 leukemia cells | 80,000 compounds, 6.9% hits
# SR: SR leukemia cells; AID 1794780; 73,000 compounds, 8.7% hits
# CCRF-CEM: CCRF-CEM leukemia. 77,000 compounds, 7% hits
# HOP-92: HOP-92 NSCLC cells; 71,000 compounds, 6.3% hits
# K-562: K-562 leukemia; 78,000 compounds, 7.4% hits
# Starred values were filed as active, the others as inactive; nt = no result given; & = joins results of further samples; ! = not confirmed by another sample. The calls were made as follows: active = growth percent below 10; inactive = the rest. Rows are unselected; about 13% have a hit in one of these screens.
SMILES,RPMI-8226,EKVX,HOP-62,MOLT-4,SR,CCRF-CEM,HOP-92,K-562
CS(=O)(=O)Nc1ccc(-c2ccc3c(c2)ncn3-c2ccc(NC(=O)Nc3ccc(Cl)c(C(F)(F)F)c3)cc2)cc1,-29*,-60*,-87*,-37*,nt,-32*,-44*,-26*
Cc1ccc(S(=O)(=O)O)c(C)c1Br,106,96,109,97,107,100,96,99
COc1cc(C2CC(c3cccc(Nc4ccnc5cc(Cl)ccc45)c3)=NN2c2ccccc2)cc(OC)c1OC (stereo unspecified),53,nt,82,74,53,57,33,14
C#C[C@]1(O)CC[C@H]2[C@@H]3CC=C4c5sc(-c6cccc(F)c6)nc5CC[C@]4(C)[C@H]3CC[C@@]21C,nt,83,91,53,76,75,113,19
Fc1ccc(Cc2nnc(NC(=S)Nc3ccccc3)s2)cc1,103,99,110,102,96,93,85,94
COc1ccc(C(=O)CSc2nc(Nc3cccc(S(N)(=O)=O)c3)c3ccccc3n2)cc1,97,100,93,103,89,99,107,96
COC(=O)c1ncoc1C(NC(=O)c1ccccc1)=C(Cl)Cl,99,109,110,84,91,91,94,85
NNC(=O)CCc1ccc2ccc3ccccc3c2c1,93,nt,95,92,86,95,80,110
COc1cc(OC)c(C(=O)/C=C/c2ccc(OC)c(OC)c2)c(OC)c1,80,87,98,79,77,80,76,74
COC(=O)C1CC2(C(=O)OC)CC(C(=O)OC)(CC(C(=O)OC)C2=O)C1=O (stereo unspecified),111&98,99,103&104,97&98,88&88,83&98,77&95,114&103
O=C1CC2(CCCC2)Oc2cccnc21,97,96,99,102,93,97,100,105
COc1ccc(-c2cc(-c3cccn3C)c(C#N)c(=O)n2N=O)cc1OC,113,176,98,89,87,103,83,73
COc1ccc(-c2cc(-c3ccc(Cl)cc3)nc(SCCCC(=O)O)n2)cc1OC,87,84,93,103,102,97,88,88
Cc1cc(Nc2cccc(Cl)c2)nc(N)n1,99,98,100,102,89,104,94,102
NC(=O)CSc1oc(-c2ccccc2)nc1S(=O)(=O)c1ccccc1,98,94,104,86,85,95,90,88
CCN(CC)c1ccc(/C=N/NC(=O)c2ccc(Nc3ccnc(C(F)(F)F)c3)cc2)c(O)c1,20,11,26,103,153,26,42,87
O=C(O)c1cc(O)ccc1N=Nc1ccccc1,85,90,108,106,90,101,108,94
COc1ccc(C(SCCNCc2cc(N(C)C)ccn2)(c2ccccc2)c2ccccc2)cc1,-27*,9.5*,11,9.5*,-43*,4.5*,-17*,-28*
COc1ccc2nc3cc(Cl)ccc3c(N3CCN(c4ccnc(N5CCCC5)n4)CC3)c2c1,95,nt,101,93,84,83,97,95
Nc1nc2[nH]cc(CCc3ccc(C(=O)N[C@@H](CCc4nn[nH]n4)c4nn[nH]n4)cc3)c2c(=O)[nH]1,105,101,95,103,103,96,108,102
COC(=O)Cc1cc(O)cc2oc(-c3ccc(OC)c(O)c3)cc(=O)c12,104,104,100,97,102,98,98,nt
COc1ccc(N=Nc2c(N)nn3c(=O)c4cc5ccccc5oc4nc23)cc1,101,95,98,107,96,104,99,106
Fc1ccc(C2CC(c3cccc(Nc4ccncc4)c3)=NN2c2cc(Cl)cc(Cl)c2)cc1 (stereo unspecified),21,80,44,1.6*,2.9*,0.3*,58,0.1*
CC(=O)[C@H]1CC[C@H]2[C@@H]3CCC4=CC(=O)CC[C@]4(C)[C@H]3C=C[C@]12C,nt,50,98,95,75,56,80,59
O=[N+]([O-])c1ccc(Oc2ccc([N+](=O)[O-])cc2)cc1,103,102,103,119,106,93,82,112

# Next structures follow.
SMILES,RPMI-8226,EKVX,HOP-62,MOLT-4,SR,CCRF-CEM,HOP-92,K-562
C(=N\Nc1ccc2ccccc2n1)/c1ccccn1,25,21,6.2*,6.6*,6.9*,17,42,15
Cc1nc2sc(C(=O)Nc3cccc4ccccc34)c(N)c2cc1C(=O)/C=C/c1ccccc1,-27*,41,-21*,18,13,5.5*,28,12
OC(CN1CCCCC1)c1ccc2c3c(cccc13)CC2 (stereo unspecified),nt,104,90,93,89,92,89,93
CC(=O)OC[C@]12CC[C@@H]([C@@H](C)C(=O)O)[C@@H]1[C@H]1CC[C@@H]3[C@@]4(C)CCCNC(C)(C)[C@@H]4CC[C@@]3(C)[C@]1(C)CC2,90,91,91,68,74,91,84,88
CC(C)CC(C)NCCOC(=O)c1ccccc1 (stereo unspecified),96&105,nt,93&97,100&100,95,86,nt,101&107
C=C(Br)c1ccc2c(c1)OCO2,117,106,109,114,119,116,106,111
c1cc2[nH]ncc2cc1-c1nc2ccc3[nH]ncc3c2c2c1CCC2,43,nt,48,21,11,30,42,15
O=S(=O)(O)c1ccc2c3c(ccc(Cl)c13)CC2,110,99,83,106,106,120,87,105
Nc1nn2c(-c3cc4ccccc4oc3=O)ccnc2c1N=Nc1ccccc1,105,67,22,113,59,101,30,67
Cc1ccccc1C1CC(c2cccc(OCCCCOc3cccc(C4=NOC(c5ccccc5C)C4)c3)c2)=NO1 (stereo unspecified),32,42,88,66,50,58,48,41
FC(F)(F)c1ccc(-c2cncnc2NC2CCCCCC2)cc1,89,nt,100,90,97,101,nt,95
COc1ccc(C2=NN(c3ccc(S(N)(=O)=O)cc3)C(c3cn(-c4ccccc4)nc3-c3ccc(OC)cc3)C2)cc1 (stereo unspecified),77,nt,102,70,88,73,93,96
O=C1c2cccc(NCCN=Cc3ccccc3O)c2C(=O)c2c(NCCN=Cc3ccccc3O)cccc21,-9.1*,40,18,15,-21*,3.4*,-38*,38
CCc1c2c(c(C)c3c1oc1cc(OC)ccc13)C(=O)N(N)C2=O,101,109,102,98,103,97,111,100
Cc1cc[n+](CCCCCCCCCC[n+]2ccc(C)cc2)cc1,102,95,88,83,99,99,100,80
CNC(=O)c1cc(N2CCc3cc(NC(=O)Nc4ccc(F)c(C(F)(F)F)c4)ccc32)ccn1,35,63,92,41,47,46,93,32
COc1ccc(NC(=O)C2=C(C)Nc3ncnn3C2c2ccc(OC)cc2)cc1 (stereo unspecified),100,99,104,90,85,101,95,108
CC(=O)Nc1cc(Cl)ccc1[N+](=O)[O-],114,113,113,95,106,102,138,101
FCOC(C(F)(F)F)C(F)(F)F,nt,107,114,97,86,101,120,nt
COc1cc(/C=N/Nc2ccccc2C)cc(OC)c1OC,81,84,88,80,89,69,103,43
Cc1c(C(=O)Nc2ccccc2)sc(N)c1C#N,97,90,94,52,102,55,nt,100
CN1CCN(C(=O)OCc2nc3c(N4CCOCC4)nc(Cl)nc3n2C)CC1,-28*,-44*,47,-25*,-28*,-7.0*,-32*,-11*
CN(C)c1ccc(-c2nc(SCC(=O)NCCc3ccc(S(N)(=O)=O)cc3)[nH]c(=O)c2C#N)cc1,110,101,94,107,103,112,107,119
CCN(CC)CCCC(C)Nc1ccnc2cc(Oc3ccccc3)ccc12 (stereo unspecified),69,75&84,83&69,81&65,9.1*!,56&66,-6.4*!,1.7*!
Cc1ccccc1C(=O)N(C(C)C)C(C)C,102,88,83,96,101,98,76,88

# Going on with the list.
SMILES,RPMI-8226,EKVX,HOP-62,MOLT-4,SR,CCRF-CEM,HOP-92,K-562
CC[C@]12C=CCN3CC[C@@]4(c5ccc(OC)cc5N(C)[C@H]4[C@@](O)(C(=O)OC)[C@@H]1OC(=O)CCC(=O)OCc1cn(Cc4ccc(F)cc4)nn1)[C@@H]32,74,95,96,85,84,93,79,81
Cc1cc(C)n(C(=O)c2sc(=S)n(-c3ccccc3)c2NCC#N)n1,97,87,97,102,132,99,101,96
COc1ccc(-c2nc3nonc3[nH]c2=O)cc1,94,93,84,92,94,103,103,93
Cc1ccc(/C=C(/C#N)n2nnc3ncccc32)cc1,7.2*,25,21,12,15,9.6*,-19*,5.0*
O=S(=O)(NCCCNc1nccc(-c2c(-c3ccccc3)nc3occn23)n1)c1ccc(C(F)(F)F)cc1,89,93,94,83,98,92,106,87
O=C(NCCCCO)c1cncnc1Nc1ccc2c(ccn2Cc2ccccn2)c1,104,98,99,105,104,102,97,112
CN1CCN(Cc2ccc(NC(=O)c3cncc(C#Cc4cnc5cccnn45)c3)cc2C(F)(F)F)CC1,-20*,-39*,-6.8*,-1.8*,5.4*,5.9*,-9.4*,2.9*
CCOC(=O)C(CC)(C(=O)OCC)C(C)C,88,110,98,92,86,83,96,100
CCC(CC)COC(=O)c1ccccc1C(=O)OCC(CC)CC,93,155,102,91,96,95,92,97
CC(=O)Nc1ccc(S(=O)(=O)N/N=C(\C)c2ccc(C)cc2C)cc1,104,nt,100,98,113,103,nt,95
Cc1ccccc1NC(=O)/C=C/c1ccc(OCCOc2ccc3c(C)cc(=O)oc3c2)cc1,94,107,110,93,61,96,93,89
N#CC1=C(N)n2nc(-c3ccncc3)nc2NC1c1ccc(Cl)cc1 (stereo unspecified),nt,91,nt,88,72,nt,nt,99
CC1CCC2(C(=O)O)CCC3(C)C(=CCC4C5(C)CCC(O)C(C)(C)C5CCC43C)C2C1C (stereo unspecified),83&48,71&74,5.5*!,-12*!,47&39,-22*!,66&43,63&14
COC(=O)C1=C(C)NC(C)=C(C(=O)OC(C)(C)C)C1c1cccc(C#N)c1 (stereo unspecified),88,94,99,99,85,98,90,100
CCOC(=O)C(C)(c1ccccc1)c1ccccc1,101,102,95,109,100,103,99,113
O=C(/C=C/c1sc(Cl)nc1Cl)c1ccc(Br)cc1,31,96,97,30,nt,30,90,9.5*
O=C(N/N=C1\SCC(=O)N1c1ccccc1)c1cc(-c2cc3ccccc3o2)nn1-c1ccccc1,66,97,101,87,107,-85*,51,91
NC(=S)N=Nc1ccc(O)cc1,136,103,120,115,123,123,103,119
CC(=O)NC1CCC(=O)C=C1c1ccccc1 (stereo unspecified),nt,90,nt,96,98,104,93,126
O=C(CSc1nnc(-c2ccccc2)o1)Nc1ccc(C(=O)/C=C/c2ccccc2)cc1,2.4*,80,72,59,29,55,61,8.0*
COc1cc(Cl)cc(-c2nn(-c3cccc(NC(=O)Nc4cccc(C(F)(F)F)c4)c3)cc2-c2ccncc2)c1,-14*,nt,15,-9.2*,-14*,3.3*,-27*,7.6*
COc1c(CNC(=O)CCl)cc2[nH]c(C)cc2c1CNC(=O)CCl,59,65,70,51,35,26,107,63
Cc1nc(N)cc(C[n+]2csc(CCO)c2C)n1,99,103,119,111,117,102,95,102
O=c1[nH]c2nc3ccccc3c(=O)[nH]n-2c1=O,100,108,103,99,94,95,85,102
O=C(NC1CC1)c1ccccc1,103,nt,93,89,103,106,96,92

# A draw from above in order of SMILES length, largest number first.
SMILES,RPMI-8226,EKVX,HOP-62,MOLT-4,SR,CCRF-CEM,HOP-92,K-562
CS(=O)(=O)Nc1ccc(-c2ccc3c(c2)ncn3-c2ccc(NC(=O)Nc3ccc(Cl)c(C(F)(F)F)c3)cc2)cc1,-29*,-60*,-87*,-37*,nt,-32*,-44*,-26*
Fc1ccc(C2CC(c3cccc(Nc4ccncc4)c3)=NN2c2cc(Cl)cc(Cl)c2)cc1 (stereo unspecified),21,80,44,1.6*,2.9*,0.3*,58,0.1*
O=C(CSc1nnc(-c2ccccc2)o1)Nc1ccc(C(=O)/C=C/c2ccccc2)cc1,2.4*,80,72,59,29,55,61,8.0*
COc1ccc(C(SCCNCc2cc(N(C)C)ccn2)(c2ccccc2)c2ccccc2)cc1,-27*,9.5*,11,9.5*,-43*,4.5*,-17*,-28*
CC(=O)Nc1ccc(S(=O)(=O)N/N=C(\C)c2ccc(C)cc2C)cc1,104,nt,100,98,113,103,nt,95
COc1cc(OC)c(C(=O)/C=C/c2ccc(OC)c(OC)c2)c(OC)c1,80,87,98,79,77,80,76,74
O=[N+]([O-])c1ccc(Oc2ccc([N+](=O)[O-])cc2)cc1,103,102,103,119,106,93,82,112
c1cc2[nH]ncc2cc1-c1nc2ccc3[nH]ncc3c2c2c1CCC2,43,nt,48,21,11,30,42,15
Cc1ccc(/C=C(/C#N)n2nnc3ncccc32)cc1,7.2*,25,21,12,15,9.6*,-19*,5.0*
COc1cc(/C=N/Nc2ccccc2C)cc(OC)c1OC,81,84,88,80,89,69,103,43
Cc1cc(Nc2cccc(Cl)c2)nc(N)n1,99,98,100,102,89,104,94,102
FCOC(C(F)(F)F)C(F)(F)F,nt,107,114,97,86,101,120,nt

# Later entries
SMILES,RPMI-8226,EKVX,HOP-62,MOLT-4,SR,CCRF-CEM,HOP-92,K-562
COC(=O)c1c(C)nc(Nc2nc3ccccc3o2)nc1-c1ccc(OC)cc1,94,nt,92,85,113,95,106,107
CC1(C)C(=NO)C(C)(C)C1=NO,76,114,117,8.6*,103,7.9*,89,99
Brc1ccc(-c2cc(-c3ccc(Br)cc3)cc(-c3ccc(Br)cc3)c2)cc1,98,100,102,93,96,100,101,101
O=C(/C=C/c1ccc(F)cc1)c1ccc(Nc2nc(NCCO)nc(NCCO)n2)cc1,44,95,74,63,31,45,108,24
N#Cc1c(N=Cc2ccc(N3CCCCC3)cc2)oc(-c2ccccc2)c1-c1ccccc1,105,94,102,100,81,98,nt,88
CC(C)(C)c1cc(C(=O)Nc2ccc(C(=O)NCCN)cc2)cc(C(C)(C)C)c1,16,71,67,11,-40*,3.4*,26,-42*
Clc1ccc2c(c1)C=C1CCCCC3=Cc4cc(Cl)ccc4OC13O2,95,103,92,100,110,96,88,104
CC1(C)OC2OC(COC(=O)c3ccccc3)C(=O)C2O1 (stereo unspecified),106,102,97,108,99,95,84,89
Cc1ccc(-n2c(-c3ccccc3)c(-c3ccccc3)[nH]c2=O)cc1,87,82,94,86,90,104,43,92
O=C1/C(=C/c2ccccc2[N+](=O)[O-])COc2ccc(O)cc21,3.3*,55,29,4.7*,22,0.9*,40,15
Cc1ccc2c(c1)sc1nc(-c3c[nH]c4ccccc34)c(Nc3ccc(Br)cc3)n12,102,97,92,103,98,101,93,103
C=C(C)[C@@H]1CC[C@]2(C)[C@H](CC[C@@H]3[C@@H]4[C@@H](O)C(C)(C)CC[C@]4(CO)CC[C@]32C)[C@@]1(C)CCCN,126,107,110,97,104,102,nt,94
O=C1NC(=O)/C(=C/c2ccc(Cl)c(Cl)c2)N1,80,28,86,74,88,78,85,79

# Compound activity as filed in PubChem BioAssay.
